Screening results as filed in PubChem.
PfHsp90 set2: growth inhibition of PfHsp90-expressing yeast, primary screen, antimalarial PfHsp90 inhibitor project, S. cerevisiae, BacTiter-Glo luminescence, single point, set 2. BacTiter-Glo ATP, 48 h; yeast lacking PDR1 and PDR3 efflux regulators. inhibition, % at 9.4 µM. AID 504621, 2011. hit rate 0.32% among 310,000;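 active = every replicate shows inhibition above about 80%, whatever the replicate mean, limit read from the data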;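 also: 0% = DMSO neutral controls and 100% = 20 µM radicicol positive controls; yeast relying on Plasmodium falciparum Hsp90 in place of its own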
PKA-R2B act: activators of PKA-R2B holoenzyme, primary screen, biochemical, fluorescence polarization, Cy5-IP20, human; cAMP-dependent protein kinase catalytic subunit beta (Homo sapiens) + cAMP-dependent …; PKA-R2B holoenzyme dissociation; R2B truncated from residue 108, S112A mutant; 0% DMSO only, 100% 113 µM cGMP; activation, % at 11.4 µM; hit rate 0.079% among 340,000;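 active = activation above a cutoff set at the mean over all compounds plus 3 SD, cut at about 18% in these data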;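 also: higher means more holoenzyme dissociation and a rise in polarization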
Target sequence (P31323 whole entry, looked up, other chains not shown, the tested form may be a part): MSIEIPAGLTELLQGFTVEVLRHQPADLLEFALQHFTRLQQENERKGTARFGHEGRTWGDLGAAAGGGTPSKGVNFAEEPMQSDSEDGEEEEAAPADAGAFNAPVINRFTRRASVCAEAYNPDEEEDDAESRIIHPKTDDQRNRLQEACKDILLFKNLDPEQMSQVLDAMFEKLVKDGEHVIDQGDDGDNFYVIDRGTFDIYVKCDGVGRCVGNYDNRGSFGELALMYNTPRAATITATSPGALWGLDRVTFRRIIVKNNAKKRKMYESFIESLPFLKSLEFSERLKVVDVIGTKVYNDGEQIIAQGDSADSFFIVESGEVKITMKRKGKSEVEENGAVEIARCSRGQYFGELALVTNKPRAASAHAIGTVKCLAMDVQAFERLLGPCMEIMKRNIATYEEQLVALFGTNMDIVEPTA
AddAB inh: growth inhibition of E. coli expressing H. pylori AddAB, primary screen, AddAB inhibitor project, absorbance. inhibition, % at 11.9 µM. hit rate 0.29% among 330,000. AID 435030, 2010; in the data active = inhibition above about 12%;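 also: 0% = vehicle wells of infected cells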
E coli growth: E. coli V3065 growth inhibition, primary screen, counter-screen for AddAB inhibitor project, absorbance, OD600 | 18 h | inhibition, % at 11.9 µM | hit rate 0.27% among 330,000;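 active = inhibition above the campaign's mean inhibition across all tested compounds plus 3 SD, cut at about 9.9% in these data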;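 also: uninfected addAB+ strain grown without phage in ampicillin broth; 0% = DMSO wells and 100% = ciprofloxacin 0.95 µg/ml wells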
phage Ecoli inh: growth loss of phage-infected E. coli, primary screen, RecBCD inhibitor project, absorbance, with phage, HTS; inhibition, % at 11.9 µM; AID 651602, 2012; hit rate 0.26% among 360,000; in the data active = inhibition above about 11%
PKA-R1A activ: activators of PKA-R1A holoenzyme, primary screen, biochemical, fluorescence polarization, Cy5-IP20, bovine R1A, mouse PKAc; cAMP-dependent protein kinase type I-alpha regulatory subunit (Bos taurus) + …; PKA-R1A dissociation; scaled: DMSO 0%, 113 µM cGMP 100%; activation, % at 11.4 µM; hit rate 0.083% among 340,000;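 active = percent activation above the mean of all tested compounds plus 3 SD, cut at about 19% in these data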;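 also: higher means more PKAc released from R1A so a rise in polarization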
HTR5A inv ctr: HTR5A inverse agonists in luminescence cell assay, primary screen, counter-screen for OPRM1-OPRD1 heterodimer inverse agonist project, full-deck HTS; AID 504634, 2011; hit rate 0.083% among 340,000; inhibition, % at 9.3 µM; HTR5A cell line, inverse agonism; in the data active = inhibition mostly above about 23%, no sharp cut-off; inactive = mostly below about 18%;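 also: 0% = cells with DMSO and 100% = no-cell wells with DMSO; some compounds called inactive have numbers as strong as hits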
Target sequence (P47898 whole entry, looked up): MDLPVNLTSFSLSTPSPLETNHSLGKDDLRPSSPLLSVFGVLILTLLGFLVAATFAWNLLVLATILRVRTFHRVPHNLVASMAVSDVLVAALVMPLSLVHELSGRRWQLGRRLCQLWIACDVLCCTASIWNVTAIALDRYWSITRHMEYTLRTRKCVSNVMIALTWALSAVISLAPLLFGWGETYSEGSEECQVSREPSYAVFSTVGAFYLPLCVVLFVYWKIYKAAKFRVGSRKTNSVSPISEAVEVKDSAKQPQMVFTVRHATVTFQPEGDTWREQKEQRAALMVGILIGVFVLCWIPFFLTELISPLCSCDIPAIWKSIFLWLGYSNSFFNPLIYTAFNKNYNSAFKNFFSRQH
OPRM1-OPRD1 inv: inverse agonists of MOR-DOR heterodimerization, primary screen, cell-based, luminescence; Mu-type opioid receptor (Homo sapiens) + Delta-type opioid receptor (Homo sapiens), …; cell-based MOR-DOR heterodimer luminescence, inverse agonism; inhibition, % at 9.3 µM; hit rate 0.21% among 340,000; in the data active = inhibition above about 22%, passing the limit was not always enough;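 also: 0% = cells with DMSO and 100% = wells without cells with DMSO; values of inactives mirror those of a sister screen read the other way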
MOR-DOR ag: agonists of OPRM1-OPRD1 heterodimerization, primary screen, cell-based, luminescence. cells. activation, % at 9.3 µM. hit rate 0.3% among 340,000. AID 504326, 2011; in the data active = activation above about 18%;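 also: 0% = vehicle-treated cells and 100% = reference agonist; values of inactives mirror those of a sister screen read the other way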
Tat transport: E. coli Tat export inhibitors, primary screen, MC4100, TorA-mCherry reporter, fluorescence, single point; inhibition, % at 10 µM; hit rate 0.036% among 340,000; AID 488895, 2010;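 active = mean replicate inhibition at least 50% and at least half of replicates individually reaching 50%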;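 also: exported cargo escapes ClpAP degradation while cytoplasmic cargo is degraded and loses fluorescence; 0% = median of neutral control wells and 100% = median of NaSCN control wells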
SUMO Mot1 rescue: yeast Mot1-301 growth rescue at high temperature, primary screen, SUMOylation pathway inhibitor project, S. cerevisiae, ATP luminescence, 38.5C. AID 2716, 2010. hit rate 1% among 320,000. growth rescue, % at 18.8 µM. S. cerevisiae Mot1-301 growth rescue; percent above DMSO median, 100 means doubled;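 active = every valid replicate shows activation above 250% relative to neutral control wells; inactive = the rest, any valid replicate at or below 250%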;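 also: OY570 slx delta 5 strain wells were the positive control but not used for scaling; some compounds called inactive have numbers as strong as hits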
* hit, by the source's call; . = no result given; & = joins results of further samples.

SMILES | PfHsp90 set2 | PKA-R2B act | AddAB inh | E coli growth | phage Ecoli inh | PKA-R1A activ | HTR5A inv ctr | OPRM1-OPRD1 inv | MOR-DOR ag | Tat transport | SUMO Mot1 rescue
CCOC(=O)/C(C#N)=C\c1ccc(OC)c(OC)c1 | 9 | 4 | 3.9 | -0.1 | 3.0 | -12 | -38 | 17 | -3.3 | -9 | -7
CC(=O)NC(CC(=O)NCCOc1ccccc1F)c1ccccc1 (centres undefined) | -14 | 2 | 3.2 | -1.6 | 0.6 | 5 | -10 | 11 | -1.9 | -5 | 0
CCOC(=O)c1ccc(N2C(=O)c3n[nH]c(-c4ccco4)c3C2c2ccc([N+](=O)[O-])cc2)cc1 (centres undefined) | -20 | -2 | -0.3 | 0.7 | 4.0 | -6 | -22 | -20 | 3.7 | 8 | -6
Cc1coc2cc3oc(=O)c(CCC(=O)N[C@@H](CCCNC(N)=O)C(=O)O)c(C)c3cc12 | -14 | 0 | 0.7 | -0.5 | 2.4 | -2 | 0 | 10 | -2.2 | 1 | -8
NS(=O)(=O)c1ccc(CNC(=O)c2ccncc2)cc1 | 6 | -3 | -0.5 | -0.3 | 0.6 | 0 | -23 | 17 | -3.2 | -7 | -6
CC(C(c1ccc2c(c1)OCO2)c1c(N)n(C)c(=O)n(C)c1=O)[N+](=O)[O-] (centres undefined) | 7 | -2 | -3.3 | -3.2 | -1.8 | 4 | 4 | -11 | 2.2 | -7 | 147
CN(C)S(=O)(=O)c1cccc(NC(=O)c2ccc(NS(=O)(=O)c3cccs3)cc2)c1 | 0 | -1 | 0.8 | -0.5 | 4.5 | -1 | -21 | -4 | 1.1 | 3 | -21
CCC(CC)c1nnc(NC(=O)C2CC(=O)N(CCc3ccc(F)cc3)C2)s1 (centres undefined) | -11 | -19 | 0.7 | -0.9 | 1.0 | 4 | 8 | 3 | -0.5 | -4 | -11
CC1(C(=O)N/N=C/c2ccccc2)CC1(Br)Br (centres undefined) | 4 | -3 | 97* | 97* | -3.4 | 2 | 0 | 1 | -0.3 | 2 | -5
CCCC(=O)c1c[nH]c(C(=O)NCCc2ccccn2)c1 | -7 | 2 | 2.7 | 0.2 | 1.3 | -2 | 4 | 12 | -2.8 | -1 | 753

Some entries already given, reduced to Tat transport, HTR5A inv ctr and SUMO Mot1 rescue:
mol | Tat transport | HTR5A inv ctr | SUMO Mot1 rescue
CCOC(=O)c1ccc(N2C(=O)c3n[nH]c(-c4ccco4)c3C2c2ccc([N+](=O)[O-])cc2)cc1 (centres undefined) | 8 | -22 | -6
CC(=O)NC(CC(=O)NCCOc1ccccc1F)c1ccccc1 (centres undefined) | -5 | -10 | 0

(cont.)
SMILES | PfHsp90 set2 | PKA-R2B act | AddAB inh | E coli growth | phage Ecoli inh | PKA-R1A activ | HTR5A inv ctr | OPRM1-OPRD1 inv | MOR-DOR ag | Tat transport | SUMO Mot1 rescue
CC(=O)N1C[C@H]2CON(C)[C@H]2C[C@H]1c1cccc(-c2ccccc2)c1 | -9 | -6 | . | . | -0.2 | -6 | -4 | 12 | -2.5 | -7 | .
CC(=O)Nc1ccc(OCC(O)Cn2nc(C)c(C)c2C)cc1 (centres undefined) | -8 | 5 | 0.0 | 2.0 | -2.4 | -2 | 11 | 14 | -3.0 | -7 | 15
Cc1ccc(NC(=O)CN(C)C(=O)c2ccc(OCc3cn4ccccc4n3)cc2)cc1 | 4 | -13 | -0.9 | 1.2 | 6.3 | -5 | -3 | 2 | -0.4 | -5 | -9
O=C(c1ccccc1)N(C(=O)c1ccccc1)c1ncnc2c1C(c1ccccc1)c1c(ccc3ccccc13)O2 (centres undefined) | 2 | 6 | 1.4 | 0.9 | 3.2 | -7 | 11 | 6 | -1.0 | -8 | -15
C/C(Cn1nnc([N+](=O)[O-])n1)=N\NC(=O)c1ccccc1Cl | -15 | -11 | 0.9 | 0.2 | 0.8 | -4 | -11 | -24 | 3.9 | -19 | 2
O=C(COc1ccc(Cl)cc1)Nc1nnc(-c2ccc3c(c2)CCCC3)o1 | -38 | -3 | 2.2 | -2.1 | -1.4 | -11 | -5 | 7 | -1.3 | 8 | 3
CCc1nc(SCC(=O)Nc2nnc(CC(C)C)s2)n[nH]1 | 21 | 1 | 1.2 | 0.0 | 4.7 | -8 | 5 | 7 | -1.4 | 7 | 66
C[C@@]12CC(=O)NC1N(C(=O)c1cccc(C(F)(F)F)c1)C(c1ccccc1O)C2 (some centres undefined) | -12 | -3 | 1.1 | -0.2 | 4.3 | 4 | 8 | 3 | -0.5 | -2 | -4
N#Cc1c(NC(=O)CSc2nnnn2C2CCCCC2)sc2c1CCCC2 | 2 | 6 | 1.9 | -0.7 | -1.0 | -7 | -9 | -5 | 0.9 | 0 | 5
O=C1NCCN1Cc1ccc(Cl)cc1 | -3 | 4 | 3.6 | -0.6 | 2.9 | 0 | 5 | 6 | -1.3 | -3 | 16
O=C(CCC(=O)Nc1ccc(F)cc1)N/N=C/c1ccc(O)cc1 | 0 | -5 | -1.6 | -2.3 | -0.5 | -13 | 9 | 13 | -2.9 | -15 | 62
O=C(Nc1cccc(-c2cn3ccsc3n2)c1)c1ccccc1 | 1 | 1 | 0.8 | 0.3 | 2.0 | 4 | 7 | 13 | -3.0 | -4 | -1
CC(C)[C@@H](C(=O)OCC(=O)Nc1ccc2c(c1)OCO2)N1C(=O)c2ccccc2C1=O | 3 | 6 | -0.9 | -0.4 | 1.7 | -6 | -29 | 11 | -2.0 | -2 | -3
Cc1ccc(CNC(=O)c2cc3c(-c4ccc(Cl)cc4)nn(C)c3s2)o1 | 2 | 0 | 4.7 | 0.4 | 1.1 | 9 | -22 | -9 | 1.8 | 0 | 247
O=C(Cn1ccc2ccccc2c1=O)NCC(=O)Nc1ccc(F)cc1F | -12 | -5 | 1.9 | -1.6 | -1.2 | -10 | 11 | 4 | -0.5 | 1 | 2
Cc1sc(NC(=O)C2CSC3(C)CCC(=O)N23)nc1-c1ccc(F)cc1 (centres undefined) | 4 | -4 | 2.8 | 0.7 | -2.1 | -12 | -7 | -18 | 3.4 | -11 | 105
O=C1CCCc2nc(NCc3ccco3)ncc21 | -1 | -3 | 2.5 | -1.1 | 1.7 | -7 | 8 | 10 | -2.3 | 0 | 1
CCOc1ncccc1C(=O)Nc1ccc(S(=O)(=O)N2CCCC2)cc1 | 4 | -12 | 0.8 | 2.9 | 2.5 | -5 | -9 | 7 | -1.4 | 4 | 4
C=CCC(C)(NCc1ccccc1)c1ccco1 (centres undefined) | 5 | 2 | 1.3 | 0.9 | 3.2 | -5 | -13 | 1 | -0.1 | 3 | -7
Cc1cc(C)c(S(C)(=O)=O)c(Oc2ccc(F)cc2)n1 | 4 | -1 | -1.1 | 0.2 | 2.6 | -9 | -31 | 5 | -0.8 | -1 | -7
COc1cc2ccc(=O)oc2c(O[C@@H]2O[C@H](CO)[C@@H](O)[C@H](O)[C@H]2O)c1O | 8&7 | 1&-1 | 1.6&0.5 | 0.1&-2.5 | 0.6&-3.0 | -2&-3 | 7&8 | 2&3 | -0.4&-0.8 | 0&8 | -1&15
CCOc1ccccc1C(O)C1=CC(=O)c2ccccc2C1=O (centres undefined) | -5 | -4 | . | . | 0.9 | 11 | -10 | -24 | 4.8 | 1 | .
Cc1ccccc1OC(=O)c1cccnc1 | 5 | -4 | . | . | 2.5 | 3 | -1 | 6 | -1.2 | 0 | 0
O=C(NNC1=NC2(CCCC2)Cc2ccccc21)c1cccnc1 | -2 | -7 | 2.7 | 2.5 | 2.0 | -1 | 15 | 14 | -2.6 | -3 | 7
Cc1ccc(S(=O)(=O)Nc2c(C)[nH]c(=O)[nH]c2=O)cc1C | 2 | 4 | 1.7 | 0.5 | 1.7 | 5 | 3 | -1 | 0.3 | -7 | 13
CC(C)N(Cc1nc(-c2ccc(Cl)cc2)no1)C(=O)c1cccs1 | -7 | -12 | 3.1 | 3.5 | -0.4 | -9 | -4 | 8 | -1.5 | 1 | 8
Fc1ccc(OCc2nnc(-c3ccccc3Br)o2)c(Cl)c1 | 1 | -6 | 1.7 | -1.6 | -0.3 | -14 | 1 | -17 | 2.7 | 3 | 20
CCOC(=O)c1c(N)ssc1=S | -30 | -5 | 2.2 | -1.1 | 1.0 | 3 | 23 | 35* | -6.2 | -11 | -1
O=C1C2CC=CCC2C(=O)N1Cc1nnc(-c2ccccc2Br)o1 (centres undefined) | -17 | -3 | 1.3 | -0.5 | 2.9 | 0 | -11 | 2 | -0.4 | 0 | -12
CC(C)(C)NC(=O)NC(=O)CSc1ccc(S(=O)(=O)N2CCCCC2)cn1 | -5 | -8 | 0.7 | 1.4 | 2.6 | -15 | -2 | 6 | -1.1 | -7 | -6
O=C1C2C3C=CC([C@@H]2C(=O)N1c1nccs1)C31CC1 (some centres undefined) | -33 | 1 | 2.2 | 2.3 | 3.0 | 2 | 1 | 14 | -2.5 | -2 | .
Cc1cc(C)cc(C(=O)N2CCN(c3ccccn3)CC2)c1 | 28 | -5 | 0.8 | 0.8 | 1.1 | 12 | -5 | -8 | 1.7 | -7 | 10
COc1cc(NC(=O)C/C(C)=N/NC(=O)C(=O)NCCO)c(OC)cc1Cl | 10 | -10 | -0.3 | -1.9 | 1.9 | 2 | -11 | 15 | -2.9 | -1 | -38
CC(C)N(Cc1ccccc1)C(=O)COC(=O)c1c(F)cccc1F | . | 4 | 2.2 | 0.2 | 1.9 | 2 | 14 | 15 | -2.8 | -7 | 0
Cc1ccc(Nc2c(-c3ccc(N4CCOCC4)cc3)nc3cnccn23)cc1 | -4 | -6 | 1.3 | -1.0 | -2.8 | 8 | -15 | -4 | 0.8 | 16 | 2
CC1(C)CC2CC(C)(CN2C(=O)COC(=O)c2cccnc2Cl)C1 (centres undefined) | . | -6 | 1.5 | 0.6 | -1.2 | -3 | 11 | -5 | 1.1 | 3 | -9
C=CCn1c(COc2ccc(F)cc2)nnc1SCC(=O)NC(=O)NCc1ccco1 | -6 | -6 | -0.3 | 2.0 | 4.0 | 2 | -32 | 4 | -0.7 | 7 | 11
Cc1ccc(S(=O)(=O)NCc2ccco2)cc1C | 9 | -8 | 0.8 | 0.7 | 0.5 | -9 | 2 | -3 | 0.6 | 4 | 2
CC(C)(C)c1ccc(NC(=O)COC(=O)c2ccc3ncsc3c2)cc1 | 10 | 3 | 3.2 | 0.3 | 0.8 | -14 | -10 | -4 | 1.0 | -14 | 5
CCCCN1C(=O)CC(N2CCOCC2)C1=O (centres undefined) | 9 | -7 | -1.3 | 1.2 | 2.6 | -6 | -17 | 1 | -0.2 | -4 | 317
O=[N+]([O-])c1cccnc1Sc1ccccc1Cl | 15 | -19 | 1.1 | -2.2 | 1.3 | -7 | -15 | -5 | 1.0 | -1 | 0
